Screening results as filed in PubChem BioAssay.
M1 PAM: human CHRM1 positive allosteric modulation | CHO-K1 hM1, Fluo-8 calcium fluorescence, ACh EC20; 0% = ACh EC20, 100% = maximal ACh | activation, % at 3 µM | 360,000 compounds, 0.088% hits; in the data active = activation above about 19%, passing the limit was not always enough
Target sequence (P11229 whole entry, looked up): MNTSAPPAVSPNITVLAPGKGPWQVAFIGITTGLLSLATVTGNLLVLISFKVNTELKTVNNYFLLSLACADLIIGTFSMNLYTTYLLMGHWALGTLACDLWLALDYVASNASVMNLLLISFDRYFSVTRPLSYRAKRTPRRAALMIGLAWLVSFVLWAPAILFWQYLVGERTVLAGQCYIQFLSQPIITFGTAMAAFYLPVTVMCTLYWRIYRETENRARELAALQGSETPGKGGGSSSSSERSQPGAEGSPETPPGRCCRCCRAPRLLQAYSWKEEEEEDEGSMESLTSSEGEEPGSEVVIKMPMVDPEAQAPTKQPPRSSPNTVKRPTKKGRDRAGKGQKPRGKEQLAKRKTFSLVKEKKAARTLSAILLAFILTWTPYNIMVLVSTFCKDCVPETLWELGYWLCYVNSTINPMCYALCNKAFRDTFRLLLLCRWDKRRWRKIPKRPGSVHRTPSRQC
M1 antag: blocks human M1 muscarinic receptor; 360,000 compounds, 1.3% hits; inhibition, % at 3 µM; AID 588852; CHO-K1 hM1, Fluo-8 calcium fluorescence, ACh EC80 antagonist; P11229;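 active = percent inhibition above its own plate's cutoff, namely the mean of that plate's compound wells plus 3 SD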;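 note: peak over basal fluorescence ratio during 140 s after agonist addition; 0% = ACh EC80 plus DMSO and 100% = DMSO alone without agonist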
M1 ag: activates human CHRM1 receptor; P11229; CHO-K1 hM1, Fluo-8 calcium fluorescence, agonist mode; 0% DMSO, 100% acetylcholine EC100; activation, % at 3 µM; 360,000 compounds, 0.33% hits; AID 588814;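 active = activation above the run's mean compound activation plus 3 SD, cut at about 16% in these data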;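 note: peak over basal fluorescence ratio within a 140 s kinetic read after compound addition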
TAAR1 antag: human TAAR1 antagonism. CHO RD-HGA16 TAAR1, Fluo-8 calcium fluorescence, antagonist. 360,000 compounds, 1.5% hits. Q96RJ0. inhibition, % at 3 µM;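 active = inhibition above a per-plate cutoff, the mean inhibition of test compounds on that plate plus 3 SD, cut at about 49% in these data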;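 note: 0% = DMSO plus EC80 beta-PEA response and 100% = DMSO alone without agonist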
Target sequence (Q96RJ0 whole entry, looked up): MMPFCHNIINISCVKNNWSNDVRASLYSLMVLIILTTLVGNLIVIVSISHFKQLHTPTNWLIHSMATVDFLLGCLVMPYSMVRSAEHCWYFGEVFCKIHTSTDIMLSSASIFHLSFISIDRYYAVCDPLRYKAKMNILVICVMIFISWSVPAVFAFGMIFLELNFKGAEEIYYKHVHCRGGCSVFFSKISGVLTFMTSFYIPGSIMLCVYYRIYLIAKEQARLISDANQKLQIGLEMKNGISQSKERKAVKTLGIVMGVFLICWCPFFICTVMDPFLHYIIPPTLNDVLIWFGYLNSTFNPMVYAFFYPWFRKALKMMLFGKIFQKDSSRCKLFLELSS
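Material: CHO RD-HGA16 cells bearing hTAAR1; compound dosing: one-point dosing, 3 µM nominal final; schedule: dye loading 75 min at 37 °C, then 30 min room temperature; measured by: calcium fluorescence with Fluo-8; control set: vehicle and agonist controls; replication: n of 1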
CHO-K1 Ca antag: counter-screen for M1 antagonists: effect in parental CHO-K1 cells. ATP-induced calcium, Fluo-8 fluorescence. AID 602250. inhibition, % at 3 µM. 360,000 compounds, 0.6% hits;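 active = inhibition above a per-plate cutoff, the plate's mean sample inhibition plus 3 SD, cut at about 24% in these data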;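 note: 0% = DMSO plus EC80 ATP and 100% = DMSO alone without ATP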
M1 PAM parental: M1 PAM counterscreen hit in parental CHO-K1 cells | ATP EC20, Fluo-8 calcium fluorescence; 0% at ATP EC20, 100% at ATP max | activation, % at 3 µM | 360,000 compounds, 0.02% hits;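 active = activation above the run cutoff, the mean activation of all test compounds plus 3 SD, cut at about 40% in these data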;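 note: peak over basal fluorescence ratio in a 140 s read after ATP addition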
CHO parental Ca: counter-screen for OX1R antagonists: effect in parental CHO cells. AID 463079. 330,000 compounds, 0.63% hits. parental CHO-K1, ATP-induced calcium, Fluo-8 fluorescence. inhibition, % at 5.6 µM;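 active = inhibition above that plate's mean sample inhibition plus 3 SD, cut at about 26% in these data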;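 note: 0% = ATP-challenged DMSO wells and 100% = DMSO wells without ATP; some compounds past the cut are filed as inactive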
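Assay system: parental CHO cells; Read-out basis: percent inhibition of ATP-evoked calcium rise, normalized to controls; Benchmarks: ATP and no-ATP DMSO wells; Compound dosing: single nominal dose of 5.6 µM per compound; Signal: Fluo-8 calcium dye fluorescence; Also added: ATP as calcium-mobilizing challenge; Repeats: singlicate.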
TAAR1 ag: agonists of human TAAR1; Q96RJ0; CHO RD-HGA16 TAAR1, Fluo-8 calcium fluorescence; vehicle wells 0%, saturating PEA agonist 100%; activation, % at 3 µM; 360,000 compounds, 0.99% hits; AID 624467;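 active = activation above the mean activation of all test compounds in the run plus 3 SD, cut at about 38% in these data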
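Assay system: CHO-derived RD-HGA16 cells with stable Gα16 and human TAAR1; timing: 17-24 h seeding, 75 min 37 °C dye, 30 min RT; read-out: % activation from peak over basal fluorescence ratio, DMSO-to-PEA scaled; measured by: kinetic Fluo-8 calcium fluorescence; benchmarks: low control DMSO, high control PEA (EC100); doses: 3 µM single concentration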
CHO-K1 Ca ag: M1 agonist counterscreen hit in parental CHO-K1 cells. Fluo-8 calcium fluorescence; scaled to maximal ATP response, vehicle zero. activation, % at 3 µM. 360,000 compounds, 0.48% hits; in the data active = activation above about 15%;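 note: untransfected CHO-K1 host cells lacking M1 receptor as counterscreen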
Starred values were filed as active, the others as inactive; · = not tested or not shown.

no.	Compound	TAAR1 ag	CHO-K1 Ca antag	TAAR1 antag	CHO parental Ca	M1 ag
1	CCOC(=O)CSc1nnc2n(C3CCCCC3)c(=O)c3c4c(sc3n12)CCCC4	7	-6	0	3	-3
2	Cc1ccc(Cc2c(-c3ccco3)nc3ccc(Br)cn23)cc1	0	-24	-9	·	-2
3	COc1ccc2[nH]c(=O)c(CN(C(=O)c3ccco3)C3CCCCC3)cc2c1	5	-4	9	-24	-4
4	COc1ccc(C2(C)ON(c3ccccc3C(F)(F)F)C2=O)cc1 (stereo not given)	-2	-8	-14	-12	-4
5	O=C(NC1CCCC1)c1ccc(Br)c(S(=O)(=O)N2CCCCC2)c1	-1	-9	-3	-25	0
6	O=C(Nc1ccc(Oc2ccccc2)cc1)C1CC1	5	-6	-22	6	-6
7	CN(CC(=O)Nc1ccccc1C(F)(F)F)C(=O)CC1OC(=O)c2ccccc21 (stereo not given)	3	-6	-22	-10	-2
8	C=CCNC(=O)c1cc2c(C(F)(F)F)nn(C)c2s1	1	-7	-11	-21	-1
9	COc1ccc(C(=O)OCn2nnc3ccccc3c2=O)cc1OC	-1	-12	-11	-7	-4
10	CN(c1ccc(OCC(=O)Nc2nc3ccccc3s2)cc1)S(=O)(=O)c1ccccc1	4	-8	37	7	-3
11	COc1ccc(C(=O)Nc2ccnn2C2CCN(C(=O)c3cnsn3)CC2)cc1	0	-5	-13	5	-1
12	COCC(C)NC(=O)c1ccc2c(c1)S(=O)(=O)c1ccccc1C2=O (stereo not given)	2	-3	0	-4	-2
13	Cc1sc2ncnc(N3CCC(C(=O)NCC(=O)Nc4ccc(F)c(F)c4)CC3)c2c1C	8	0	41	-20	-1
14	O=C(Nc1cc(Cl)cc(Cl)c1)C1C2C=CC3(O2)C1C(=O)N(CCCN1CCOCC1)C3C(=O)NC1CCCCC1 (stereo not given)	0	-4	-22	-23	-7
15	O=C(COC(=O)CC1SC(N2CCCC2)=NC1=O)Nc1ccc(Br)cc1 (stereo not given)	7	-5	-34	·	-2

no.	M1 PAM parental	CHO-K1 Ca ag	M1 PAM	M1 antag
1	25	1.4	-2	0
2	25	0.3	4	-28
3	-2	0.5	2	-10
4	2	0.0	0	-3
5	1	0.6	14	-3
6	18	-0.5	7	-7
7	6	0.6	5	3
8	12	0.2	10	-23
9	10	-0.2	-1	4
10	16	1.2	-7	13
11	3	0.2	10	-12
12	1	2.2	20	3
13	-4	10	-6	9
14	7	-0.1	19	-26
15	21	1.2	7	-9

The list continues:
no.	Compound	TAAR1 ag	CHO-K1 Ca antag	TAAR1 antag	CHO parental Ca	M1 ag
16	Cc1cc(NC(=O)CSc2nc3sc(C)c(C)c3c(=O)n2C2CCCC2)no1	0	-11	-10	2	-5
17	COc1cc2c(=O)n(CCC(=O)NCC3CCCO3)c(=O)n(CC(=O)Nc3ccc(F)cc3)c2cc1OC (stereo not given)	-4	-14	4	-5	-4
18	CC1=NNC(=O)C1Cc1ccc(F)cc1 (stereo not given)	1	-15	-35	-10	0
19	Nc1ccc(CNC(=O)OCC2c3ccccc3-c3ccccc32)cc1	12	-2	8	-12	-7
20	Cc1nnc(N2CCc3ccccc3C2)[nH]c1=O	37	-4	-3	-5	-4
21	COC(=O)Cc1ccc(NC(=S)NCc2ccccc2)cc1	3	-10	2	6	-1
22	O=c1nc(N/N=C/c2ccco2)cn[nH]1	1	-2	-14	1	-6
23	Cc1cccc(NC(=O)c2ccc(S(=O)(=O)N3CCC(C)CC3)cc2)n1	0	-5	8	-1	-1
24	CCOC1OC2C(CO)OC(n3cnc4c(N)ncnc43)C2O1 (stereo not given)	4	-12	-13	3	-2
25	COCc1c(C(=O)OCC(=O)NCc2ccco2)oc2ccccc12	1	24*	-12	-16	-7
26	CCOc1ccccc1NC(=O)NNS(=O)(=O)c1cc(C)ccc1C	2	9	-52	·	-1
27	CCOc1ccc2oc(-c3ccccc3)c(C(=O)N(C)C)c2c1	11	-17	15	-27	3
28	CC1CCCC(C)N1CCNC(=O)CCn1nc(-c2ccccc2)ccc1=O (stereo not given)	3	-8	-19	-4	-11
29	CC1CC(=O)Nc2ccccc2N1C(=O)CSc1nnnn1C(C)C (stereo not given)	8	4	6	-13	0
30	CN(C)C(=O)CSc1nnc([C@H](Cc2ccccc2)NC(=O)OC(C)(C)C)o1	0	-2	-13	-2	-2

no.	M1 PAM parental	CHO-K1 Ca ag	M1 PAM	M1 antag
16	3	0.1	-3	1
17	8	0.4	6	-8
18	21	0.6	23	-8
19	-4	0.3	-5	4
20	5	0.2	-1	-8
21	-3	1.0	5	-9
22	13	-0.2	8	-5
23	1	10	-10	5
24	35	1.7	7	-12
25	-14	0.0	3	-6
26	4	0.4	-4	5
27	20	1.9	6	-20
28	23	0.7	12	-9
29	-2	-0.3	1	2
30	-18	0.4	10	-11

The list goes on:
no.	Compound	TAAR1 ag	CHO-K1 Ca antag	TAAR1 antag	CHO parental Ca	M1 ag
31	O=C(c1ccco1)N1CCN(Cc2cc(=O)c(OCc3ccccc3)co2)CC1	0	3	-20	-3	0
32	Cc1cc(NC(=O)COC(=O)c2cc3c(s2)CCC(C)C3)no1 (stereo not given)	10	-9	-10	-23	-2
33	COc1ccc(C2Nc3ccccc3C(=O)N2Cc2ccccc2)cc1Cn1nnc2ccccc21 (stereo not given)	20	16	9	-11	-5
34	CCOC(=O)c1cc(CC)sc1NC(=O)C1CC(=O)NN1Cc1ccccc1 (stereo not given)	4	2	0	-25	-3
35	OC[C@H]1OC(Nc2ccc(N=Nc3ccccc3)cc2)[C@@H](O)[C@@H](O)[C@@H]1O (stereo not given in full)	8	-3	-7	-4	1
36	CCOC(=O)c1c(NC(=O)c2ccccc2C(=O)O)sc2c1CCCC2	2	-10	-18	-15	-3
37	O=C(NCCC1=CCCCC1)C(=O)NCc1ccncc1	20	-10	12	-7	-13
38	Cn1c(Cn2c(=O)sc3ccccc32)nnc1SCC(=O)NCC1CCCO1 (stereo not given)	0	14	11	-6	-6
39	Cc1cc(/C=C\c2nc(O)c([N+](=O)[O-])c(=O)[nH]2)c(C)n1-c1ccccc1	0	11	-8	-3	-14
40	CCOC(=O)c1cccc(NC(=O)CSc2nnc(C3CCCCC3)n2CC)c1	1	-7	5	-18	0
41	COc1ccc(CCNC(=O)CN(c2ccccc2)S(=O)(=O)c2ccccc2)cc1	9	-8	35	·	-2
42	COc1ccc(CCNC(=O)c2ccccc2N(C)S(=O)(=O)c2ccccc2)cc1	1	18	7	0	-3
43	CCOC(=O)c1nc(C)sc1-c1ccnn1S(=O)(=O)c1ccc(Cl)cc1Cl	9	-20	-13	-30	-1
44	CC(C)N(C(=O)CSc1nc2ccccc2n1Cc1ccccc1F)C(C)C	-3	-19	-5	-24	-4
45	COc1ccc(-n2c(O)c(C=NCC(c3ccco3)N3CCCC3)c3ccccc3c2=O)cc1OC (stereo not given)	·	6	·	-20	-7

no.	M1 PAM parental	CHO-K1 Ca ag	M1 PAM	M1 antag
31	-2	0.1	15	-6
32	7	0.1	7	-10
33	-4	-0.3	-7	9
34	-3	0.2	4	-1
35	4	4.7	-7	14
36	23	0.1	10	-16
37	16	-0.3	-13	3
38	13	-0.1	4	5
39	6	3.3	7	-4
40	23	0.7	8	-9
41	8	2.1	-8	-4
42	-16	0.1	6	-1
43	11	3.9	-2	-1
44	17	0.3	-15	12
45	-3	-0.1	0	10

Grouped by structure, the compounds so far with an aryl thioether with sulfur outside any ring (7)
no.	Compound	TAAR1 ag	CHO-K1 Ca antag	TAAR1 antag	CHO parental Ca	M1 ag
1	CCOC(=O)CSc1nnc2n(C3CCCCC3)c(=O)c3c4c(sc3n12)CCCC4	7	-6	0	3	-3
16	Cc1cc(NC(=O)CSc2nc3sc(C)c(C)c3c(=O)n2C2CCCC2)no1	0	-11	-10	2	-5
29	CC1CC(=O)Nc2ccccc2N1C(=O)CSc1nnnn1C(C)C (stereo not given)	8	4	6	-13	0
30	CN(C)C(=O)CSc1nnc([C@H](Cc2ccccc2)NC(=O)OC(C)(C)C)o1	0	-2	-13	-2	-2
38	Cn1c(Cn2c(=O)sc3ccccc32)nnc1SCC(=O)NCC1CCCO1 (stereo not given)	0	14	11	-6	-6
40	CCOC(=O)c1cccc(NC(=O)CSc2nnc(C3CCCCC3)n2CC)c1	1	-7	5	-18	0
44	CC(C)N(C(=O)CSc1nc2ccccc2n1Cc1ccccc1F)C(C)C	-3	-19	-5	-24	-4

no.	M1 PAM parental	CHO-K1 Ca ag	M1 PAM	M1 antag
1	25	1.4	-2	0
16	3	0.1	-3	1
29	-2	-0.3	1	2
30	-18	0.4	10	-11
38	13	-0.1	4	5
40	23	0.7	8	-9
44	17	0.3	-15	12
